USP1-UAF1 inh = blocks the human USP1/UAF1 deubiquitinase complex; O94782; recombinant USP1/UAF1, Ub-Rhodamine cleavage fluorescence; Potency, µM (doses to about 57.1 µM), without a hit: at the highest dose activity change, negative = inhibition, actives largely listed as inhibitors; 390,000 compounds, 0.23% hits; also: potency is read from the fitted curve at half-maximal effect; % is scaled to controls: 0 for no effect and ±100 for the full control effect; nearly all actives have a fitted effect of over 60% in size; inactives centre near -12
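In this screen, compounds sit with the deubiquitinase complex (1nM) for 15 min at room temperature before Ub-Rho is added at 150nM final. Fluorescence rise is then followed for 6 reads every 60 seconds.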
mIDH1 inhibitor = blocks human mutant IDH1 R132H enzyme. IDH1-R132H enzyme, NADPH consumption, diaphorase/resazurin fluorescence. Potency, µM (top dose mostly 76.6 µM), for inactives: top-dose activity change, negative = inhibition, hits mostly inhibitors. 390,000 compounds, 0.093% hits; also: potency is read from the fitted curve at half-maximal effect; % is scaled to controls: 0 for no effect and ±100 for the full control effect; nearly all actives have a fitted effect of over 65% in size
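IDH1-R132H (0.5 ug/mL dispensed) in pH 7.5 Tris buffer was preincubated 30 min with compound, then given a substrate mix of 0.016 mM NADPH and 2 mM alpha-KG for 80 min at room temperature; remaining NADPH was read by diaphorase/resazurin fluorescence.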
Vif-A3F inh = inhibitors of Vif-A3F interaction | HeLa A3F-eYFP + Vif (tagged APOBEC3F with the HIV-1 protein that degrades it), YFP fluorescence increase | Potency, µM (series often up to 46.1 µM), for inactives: top-dose activity, negative = active | 390,000 compounds, 0.2% hits | AID 602313; also: potency is read from the fitted curve at half-maximal effect; % of control where 0% means no effect; nearly all actives have a fitted effect of over 65% in size
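HeLa cells stably expressing A3F-eYFP plus Vif, plated and incubated overnight at 37 deg C, then exposed to compounds overnight at 37 deg C. Blocked degradation read as raised yellow fluorescence (Ex 488/Em 500-530).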
LDHA block = inhibitors of human lactate dehydrogenase A; P00338; purified LDHA, NADH/diaphorase-resazurin fluorescence; hits give low values; activity change, % (values are at about 110 or 230 µM); 480,000 compounds, 0.15% hits; in the data active = activity change below about -30%; inconclusive = mostly about -25% to -30%;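 also: plate controls were DMSO wells for no effect and wells without enzyme for full effect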
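Human LDH5 (2 nM) was incubated with 0.06 mM NADH and 0.2 mM pyruvate for 5 min at room temperature in Tris pH 7.4. Remaining NADH was coupled through diaphorase/resazurin, and resorufin fluorescence was read at 0 and 20 min.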
TrxR1 substrate = is turned over as a substrate by rat TrxR1; O89049; purified TrxR1 substrate turnover, NADPH consumption readout; Potency, µM (top dose mostly 114 µM), for inactives: at the top dose activity change, negative = substrate turnover; 390,000 compounds, 0.01% hits; AID 588456; also: potency is read from the fitted curve at half-maximal effect; % is scaled to controls: 0 for no effect and ±100 for the full control effect; nearly all actives have a fitted effect of over 50% in size
Target sequence (O89049 whole entry, looked up): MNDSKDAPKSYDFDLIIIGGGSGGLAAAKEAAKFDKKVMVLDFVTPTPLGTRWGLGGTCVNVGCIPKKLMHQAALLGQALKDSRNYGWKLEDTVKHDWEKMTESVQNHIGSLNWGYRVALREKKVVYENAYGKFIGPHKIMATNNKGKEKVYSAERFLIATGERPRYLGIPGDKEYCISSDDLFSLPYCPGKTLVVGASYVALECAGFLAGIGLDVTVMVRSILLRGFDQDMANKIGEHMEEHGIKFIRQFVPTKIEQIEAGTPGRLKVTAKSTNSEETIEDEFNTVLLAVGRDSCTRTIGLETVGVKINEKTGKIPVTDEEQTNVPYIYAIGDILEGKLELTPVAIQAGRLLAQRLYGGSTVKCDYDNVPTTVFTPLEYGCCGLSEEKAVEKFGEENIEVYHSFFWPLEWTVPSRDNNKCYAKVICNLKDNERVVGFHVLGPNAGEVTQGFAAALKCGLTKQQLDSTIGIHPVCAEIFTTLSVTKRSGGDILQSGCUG
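Rat TrxR1, dispensed at 90 nM, was prereduced with 400 uM NADPH (final) for 5 min at ~22 deg C, then incubated with compound 15 min before 400 uM selenite. A first-read NADPH fluorescence drop versus no-compound background flagged substrates.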
PI4K2A block = inhibitors of human PI4K2A | activity change, negative = inhibition, % at 76.9 µM | 420,000 compounds, 0.13% hits | purified PI4K2A, ADP-Glo luminescence, 1 h; hits give low values | Q9BTU6; in the data active = activity change below about -50%; inconclusive = mostly about -30% to -49%;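 also: -100% = wells without enzyme as full effect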
Target sequence (Q9BTU6 whole entry, looked up): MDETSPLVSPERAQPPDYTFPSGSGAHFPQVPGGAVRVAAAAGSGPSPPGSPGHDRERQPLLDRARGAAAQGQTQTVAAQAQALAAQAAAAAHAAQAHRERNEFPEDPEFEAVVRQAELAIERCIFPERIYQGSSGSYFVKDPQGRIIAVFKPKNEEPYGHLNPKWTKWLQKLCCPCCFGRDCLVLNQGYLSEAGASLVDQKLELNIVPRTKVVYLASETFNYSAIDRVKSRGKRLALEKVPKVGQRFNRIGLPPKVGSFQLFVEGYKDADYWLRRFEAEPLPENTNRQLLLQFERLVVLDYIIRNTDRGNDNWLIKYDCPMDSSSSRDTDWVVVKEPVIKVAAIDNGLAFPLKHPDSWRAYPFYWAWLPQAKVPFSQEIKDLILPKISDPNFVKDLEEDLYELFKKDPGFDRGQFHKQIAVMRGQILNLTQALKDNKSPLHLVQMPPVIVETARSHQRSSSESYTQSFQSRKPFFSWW
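In this quantitative HTS, ADP production by PI4K2A was quantified luminescently after 1 h at ambient temperature; 100 microM adenosine served as plate-quality control.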
Glioma ERSR ind = induces the endoplasmic reticulum stress response in human glioma cells; 420,000 compounds, 0.02% hits; Potency, µM, inactives show at the top dose activation, usual class: activators; U87-MG GRP78 promoter luciferase reporter, 16 h; also: potency is read from the fitted curve at half-maximal effect; series mostly up to about 76 µM; % of control where 0% means no effect; nearly all actives have a fitted effect of over 35% in size
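Stably transfected U87-MG human glioma cells carrying a GRP78-based luminescent sensor were seeded at 1000 cells/well, pin-dosed with compounds and incubated 16 h. Luciferase reagent was then added, and end-point luminescence was read after 10 min at room temperature.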
RXFP1 agonist = RXFP1 (human) receptor agonism | AID 2676 | HEK293T-RXFP1 cAMP TR-FRET, 30 min; response scale: percent of porcine relaxin response, buffer zero | Potency, µM (top dose mostly 57.5 µM), inactives show at the highest dose activation, actives largely listed as activators | Q9HBX9 | 370,000 compounds, 0.3% hits; also: potency is read from the fitted curve at half-maximal effect; % is scaled to controls: 0 for no effect and ±100 for the full control effect; nearly all actives have a fitted effect of over 60% in size; many of its hits are not listed in these tables
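Agonist response is measured as cAMP accumulation in an RXFP1-transfected HEK293T line under PDE4 inhibition. Values are scaled between buffer-only and 29 nM porcine relaxin, and EC50s come from standard Hill equation fits.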
Vif-APOBEC3G blk = blocks the Vif interaction with human APOBEC3G. Q9HC16. 410,000 compounds, 0.076% hits. Potency, µM (top dose mostly 46.1 µM), inactives show top-dose activity, negative = active, most hits filed as inhibitors. HeLa A3G-eYFP + Vif (tagged APOBEC3G with the HIV-1 protein that degrades it), YFP fluorescence, overnight;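 also: potency is read from the fitted curve at half-maximal effect; % is scaled to controls: 0 for no effect and ±100 for the full control effect; nearly all actives have a fitted effect of over 60% in size; hits raise eYFP signal because A3G escapes Vif-driven loss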
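Read-out is eYFP fluorescence (Ex 488/Em 500-530) from Vif-expressing HeLa A3G-eYFP cells; more signal means A3G escaped Vif-mediated degradation. Cells plated overnight, compound pinned in, incubated overnight at 37 deg C.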
* hit, by the source's call; ? = inconclusive; . = no result given; & = joins results of further samples; [ ] = another dose, or the depositor's remark. Unless noted, calls follow the shape of the dose curve; as a rule, active = well fitted curve in the direction sought with a large enough effect; inconclusive = small, poorly fitted or top-dose-only effect, or another doubt; inactive = no such curve, though single readings can be large; an effect the other way counts as inactive or inconclusive. The list is partial; rates above refer to the full screens.

SMILES	USP1-UAF1 inh	mIDH1 inhibitor	Vif-A3F inh	LDHA block	TrxR1 substrate	PI4K2A block	Glioma ERSR ind	RXFP1 agonist	Vif-APOBEC3G blk
COc1ccccc1CN1C(=O)CN(C2CCCCCC2)C(=O)C1c1ccc(F)cc1 (configuration not stated)	?	-9%&-4%	-7%&-9%	-2&-9	8%[57.1 µM]	1&1	-3%&3%	0.6%&5.7%	-6%&2%
O=S(=O)(c1ccccc1)c1nc(-c2ccccc2)oc1N1CCOCC1	-8%	-8%	15%	-4	7%[57.1 µM]	8	3%	6.0%	-7%
S=C(NCc1ccccc1)N1CCN(Cc2ccc3c(c2)OCO3)CC1	-5%	11%	-2%	-7	6%[57.1 µM]	8	-5%	-0.4%	-4%
CCn1nc(-c2ccccc2)c(-c2ccccc2)c(C(=O)Nc2ccccc2C#N)c1=O	-5%	19%	-8%	-3	-4%	-3	0%	0.0%	-3%
Nc1ccccc1SC(CC(=O)c1ccccc1)c1cccc([N+](=O)[O-])c1 (configuration not stated)	?	12%	-8%	0	.	2	-11%	.	-30%
O=C1CCCN2N=C(SCC(=O)Nc3ccc(F)cc3F)SC2=N1	-22%	0%	11%	-10	9%	3	2%	7.7%	12%
NC(=O)c1cccnc1Oc1ccccc1	2%	10%	-4%	0	0%[57.1 µM]	3	-1%	3.0%	2%
CC(OC(=O)c1ccc2c(c1)OCCO2)C(=O)NC1CCCCC1C (configuration not stated)	-13%	-1%	4%	-11	0%[57.1 µM]	-1	1%	-0.5%	5%
O=C1C(=O)C(Cl)=C(Cl)C(Cl)=C1Cl	.	.	.	10	.	-29	-3%	.	2%
CC(NC(=O)c1cccs1)C1CCCO1 (configuration not stated)	-20%	1%	0%	-7	8%[57.1 µM]	-1	-2%	3.9%	4%

Brought forward from above: three entries, then new ones.
SMILES	USP1-UAF1 inh	mIDH1 inhibitor	Vif-A3F inh	LDHA block	TrxR1 substrate	PI4K2A block	Glioma ERSR ind	RXFP1 agonist	Vif-APOBEC3G blk
CC(OC(=O)c1ccc2c(c1)OCCO2)C(=O)NC1CCCCC1C (configuration not stated)	-13%	-1%	4%	-11	0%[57.1 µM]	-1	1%	-0.5%	5%
O=C1C(=O)C(Cl)=C(Cl)C(Cl)=C1Cl	.	.	.	10	.	-29	-3%	.	2%
CC(NC(=O)c1cccs1)C1CCCO1 (configuration not stated)	-20%	1%	0%	-7	8%[57.1 µM]	-1	-2%	3.9%	4%
CSc1ccc(C2Nc3cccc4cccc(c34)N2)cc1	-24%	13%	-1%	2	-8%	-5	0%	-2.7%	-4%
CC(C)C(=O)Nc1nnc(CCc2ccccc2)s1	-5%	8%	-3%	-9	4%[57.1 µM]	-3	2%	13%	2%
Cc1ccc(S(=O)(=O)N/N=C/c2cccc3nccnc23)cc1	-12%	-3%	3%	-1	-11%	2	-3%	1.1%	-1%
COc1ccc(C(=O)C2CCCN(C(=O)c3noc4c3CCCC4)C2)cc1F (configuration not stated)	-10%	6%	-2%	-3	-5%	-1	-4%	0.5%	6%
CCCc1nnc(NC(=O)CCC(=O)NCc2ccc(Cl)cc2Cl)s1	-16%	4%	0%	-9	-14%	-1	-4%	-0.1%	-5%
Cc1[nH]n(C(C)(C)C)c(=O)c1Sc1ccccc1	-17%	4%	-5%	26	-7%	-3	-5%	-1.2%	0%
O=C(Cc1ccccc1)NCCC1=CCCCC1	-17%	-10%	0%	-5	6%	-2	2%	0.7%	3%
COc1ccc(NC(=O)C/C(C)=N/NC(=O)C(=O)NC(C)C)c(OC)c1	-10%	0%	4%	5	6%	3	1%	0.7%	0%
Cc1ccc2[nH]c(C(=O)N/N=C/c3ccccc3C(=O)O)c(-c3ccccc3)c2c1	-13%	-4%	10%	-2	-8%	-2	-1%	-2.3%	?
COc1cc(NC(=O)C2CCN(S(=O)(=O)Cc3ccccc3)CC2)c(OC)cc1Cl	-13%	-21%	1%	-9	-7%	0	-5%	-0.6%	6%
Cc1ccc(S(=O)(=O)n2c(N)nc3ccccc32)cc1	-11%	9%	-4%	-1	6%	-2	3%	-0.1%	-5%
COc1ccc(NC(=O)c2cccc(Cn3cc(Br)cn3)c2)cn1	-12%	7%	2%	4	-4%[57.1 µM]	7	-4%	-0.5%	-1%
Cc1ccc(S(=O)(=O)N(C)c2ccc(OCC(=O)Nc3nnc(C4CC4)s3)cc2)cc1	-17%	-5%	0%	-2	-8%	-4	-2%	0.9%	-1%
CCOC(=O)c1[nH]c(C)c(C(=O)OCC(=O)N(C)C2CCS(=O)(=O)C2)c1C (configuration not stated)	-20%	3%	-1%	-3	2%[57.1 µM]	0	-1%	-0.8%	2%
CCCCC(=O)Nc1sc2c(c1C(N)=O)CCC2	-12%	10%	-2%	4	1%[57.1 µM]	0	10%	2.3%	-1%
Cc1cc(F)c(F)c(C(=O)N2CCOCC2)c1	-20%	-2%	1%	-7	0%	5	-4%	1.0%	-7%
O=C(NCCN1CCOCC1)c1cc2cc([N+](=O)[O-])ccc2s1	-7%	-3%	0%	-7	6%[57.1 µM]	2	-1%	0.3%	0%
CCC(=O)Oc1ccc2c(c1)O/C(=C\c1ccco1)C2=O	90%[activator]	-18%	?	1	-7%	-29	5%	7.8%	-9%
Cc1cc(C)nc(N2CCC(C(=O)NCCc3ccccc3)CC2)n1	-20%	2%	5%	-4	11%	-2	-3%	-1.6%	-2%
CN(CC(=O)Nc1ccc(Cl)c(Cl)c1)C(=O)C1CCCC1	-14%	2%	2%	-14	-3%	0	-4%	-1.2%	-4%
CCCOC(=O)c1ccc(Nc2nc3ccccc3nc2-n2nc(C)cc2C)cc1	-16%	-11%	1%	3	2%	3	-1%	0.6%	7%
CCCCOC(=O)c1ccc(N2C(=O)CC(N3CCN(C/C=C/c4ccccc4)CC3)C2=O)cc1 (configuration not stated)	-21%	-1%	7%	-4	3%[0.457 µM]	-1	-4%	-0.4%	1%
NC(=S)N/N=C\c1c2ccccc2cc2ccccc12	-15%	-3%	?	-7	-16%	6	-5%	0.5%	?
CC(C(=O)NC1C=CS(=O)(=O)C1)N1C(=O)/C(=C\c2ccccc2)SC1=S (configuration not stated)	-15%	5%	-4%	-2	3%	1	0%	-2.6%	1%
O=C(O)/C(=C/c1ccco1)NC(=O)c1ccc(Br)o1	-18%	0%	-5%	2	4%[57.1 µM]	1	2%	0.0%	0%
COc1ccc(CCNC(=O)C(C(=O)c2ccc(F)cc2)n2ccccc2=O)cc1OC (configuration not stated)	-12%	8%	13%	-2	-3%	0	-1%	-2.5%	-1%
Cc1ccc2c(c1)C(c1ccc([N+](=O)[O-])cc1)=NNC(c1ccc(Br)cc1)=N2	-15%	6%	-6%	-3	-7%	0	3%	0.1%	-4%
COc1ccccc1N1CCN(C(CNS(=O)(=O)c2cccs2)c2cccnc2)CC1 (configuration not stated)	-11%	2%	-4%	-14	15%[57.1 µM]	-15	-2%	-1.1%	-2%
CCOC(=O)Cc1c(Sc2ccccc2)c2cc(C)ccc2n1C	-21%	-1%	0%	-7	4%	-6	-5%	-0.5%	-8%
CCOC(=O)C1CCN(C(=O)C2(NC(=O)Nc3ccccc3Cl)CCCCC2)CC1	-1%	5%	5%	-1	1%	-5	-4%	-0.1%	3%
CCOC(=O)N1CCN(C(=O)c2ccc3c(=O)n(CCc4ccccc4)c(=S)[nH]c3c2)CC1	5%	5%	8%	1	-4%	5	4%	3.2%	3%
CCOc1ccc(/C=N/n2nnnc2N)cc1OCC	-22%	7%	0%	0	-2%	-3	-2%	-0.7%	-1%
O=C1NCCN1CCNc1nc(NCc2ccccc2)nc2ccsc12	.	.	.	-5	.	-2	17%	.	-4%
COCCn1c(=N)c(C(=O)NCc2ccco2)cc2c(=O)n3ccccc3nc21	-4%	-5%	-7%	1	158%[activator]	-24	-2%	0.0%	1%
COc1ccc(-n2cc(C(=O)O)c3ccccc3c2=O)cc1	-8%	-4%	-6%	-17	4%	3	-5%	4.2%	2%
COc1ccc2c(Cl)c(C(=O)NCCCn3ccnc3)sc2c1	-3%	1%	-10%	-13	4%	1	4%	2.5%	2%
Cc1nc2nc[nH]n2c(=O)c1NS(=O)(=O)c1ccc([N+](=O)[O-])cc1	-19%	0%	-29%	-1	-3%	-1	-4%	7.9%	-1%
COc1cc(/C=C(\NC(=O)c2cc(OC)c(OC)c(OC)c2)C(=O)NC(C(=O)O)c2ccccc2)cc(OC)c1OC (configuration not stated)	-15%	9%	1%	-8	-13%	0	-3%	-0.3%	0%
C=C1CCC[C@]2(C)C[C@H]3OC(=O)C(CNC(C)(CO)CO)[C@H]3CC12 (some centres not stated)	-24%	-8%	1%	0	-1%[57.1 µM]	7	-8%	2.0%	-16%
CCCCN(C)CCNC(=O)c1cc2c(=O)n(C)c3ccccc3c2n1C	-22%	32%	-24%	-1	19%	12	-2%	2.2%	13%
O=C(O)/C=C\C(=O)Nc1ccc(Oc2ccccc2)cc1	-16%	-1%	9%	-8	6%	4	-1%	1.2%	-12%
CC(=O)C1=C(C)N(Cc2ccco2)C(=O)C1(NC(=O)C1CCCCC1)C(F)(F)F (configuration not stated)	-15%	-4%	0%	-7	2%[57.1 µM]	2	-4%	0.4%	2%
Cc1ccc2nc(Nc3ccc(C)c(Cl)c3)c3nncn3c2c1	-9%	13%	?	2	17%	-2	-3%	-1.4%	1%
